Compound activity: PubChem, Sanford-Burnham Center for Chemical Genomics
SENP6 block – SENP6 protease inhibitors, primary screen, biochemical, luminescence, uHTS. Sentrin-specific protease 6 (Homo sapiens), Q9GZR1. Recombinant SENP6 catalytic domain, aminoluciferin luminescence. inhibition, % at 10 µM. actives 1.8% (n = 330,000). AID 2599, 2010;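 active = inhibition above about 50% at the single tested dose, limit read from the data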;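 also: plate controls were DMSO wells with enzyme for no effect and DMSO wells lacking enzyme for full effect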
NR3A LBD binder – binders of NR3A ligand-binding domain, primary screen, biophysical, differential scanning fluorimetry, uHTS. Glutamate receptor ionotropic, NMDA 3A (GRIN3A) ligand-binding domain. NR3A LBD differential scanning fluorimetry, Tm shift; 0% = protein alone, 100% = glycine-bound protein. Tm shift relative to glycine control, % at 25 µM. actives 2.5% (n = 340,000). AID 1259313, 2017;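 active = melting temperature shift of at least 10% of the positive control shift, at one fixed dose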
MPTP inh – mitochondrial permeability transition pore inhibitors, primary screen, biochemical, isolated mouse mitochondria, absorbance | Ca2+ swelling absorbance, 30 min | AID 602449, 2012 | actives 1.4% (n = 360,000) | inhibition, % at 10 µM;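 active = inhibition of 50% or more, scaled per plate between neutral and stimulator controls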;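 also: 0% = DMSO wells given calcium and 100% = 1 mM EGTA wells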
hIAP activ – human IAP activators, primary screen, biochemical, luminescence, uHTS | Intestinal-type alkaline phosphatase (Homo sapiens), P09923 | purified human IAP, CDP-Star luminescence, 30 min; stronger effect = higher value; 1 = vehicle-only enzyme, 0 = enzyme-free background | activation factor at 10 µM | actives 0.16% (n = 330,000) | AID 2524, 2010;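 active = activation factor of the enzyme at least 2-fold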; also: the source names both 10 and 20 µM as test concentration; values of inactives mirror those of a sister screen read the other way
ATG4B inhibitor – ATG4B protease inhibitors, primary screen, biochemical, fluorescence, uHTS | ATG4B cleavage of LC3-PLA2, NBD-HPC fluorescence, 1 h | inhibition, % at 8.33 µM | actives 0.51% (n = 340,000) | AID 504462, 2011; in the data active = inhibition above about 40%
Target sequence (Q9Y4P1 whole entry, looked up): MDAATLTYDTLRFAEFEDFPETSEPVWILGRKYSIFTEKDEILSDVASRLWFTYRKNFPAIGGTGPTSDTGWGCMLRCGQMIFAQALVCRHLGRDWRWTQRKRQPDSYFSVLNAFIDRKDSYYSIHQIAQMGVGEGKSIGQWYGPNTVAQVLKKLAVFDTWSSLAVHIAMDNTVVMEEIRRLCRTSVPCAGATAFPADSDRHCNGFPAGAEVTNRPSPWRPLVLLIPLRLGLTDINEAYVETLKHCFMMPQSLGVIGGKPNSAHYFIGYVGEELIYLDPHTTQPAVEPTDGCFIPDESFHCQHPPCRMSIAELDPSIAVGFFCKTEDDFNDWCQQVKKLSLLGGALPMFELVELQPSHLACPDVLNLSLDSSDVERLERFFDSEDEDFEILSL
SENP1 inh – human SENP1 catalytic domain inhibitors, primary screen, biochemical, FRET, uHTS | Sentrin-specific protease 1 (Homo sapiens), Q9P0U3 | recombinant SENP1 catalytic domain, CyPet-SUMO1-YPet FRET cleavage | inhibition, % at 10 µM | actives 0.21% (n = 360,000);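 active = inhibition at least 30% at 10 µM, raw YFP signal under a set limit, fluorescence ratio 0.5 to 1.5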;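 also: 0% = enzyme with DMSO and 100% = no enzyme wells; some results filed as inactive read as strong as hits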
Target sequence (Q9P0U3 419-644 limits assumed): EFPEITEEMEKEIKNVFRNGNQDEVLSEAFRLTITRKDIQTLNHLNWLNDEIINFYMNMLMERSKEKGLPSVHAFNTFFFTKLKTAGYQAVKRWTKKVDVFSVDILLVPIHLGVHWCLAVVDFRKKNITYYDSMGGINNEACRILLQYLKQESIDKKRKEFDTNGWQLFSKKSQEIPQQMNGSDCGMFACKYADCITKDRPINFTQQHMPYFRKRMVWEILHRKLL
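Assay system: hSENP1 catalytic domain, recombinant. Amount: SENP1 enzyme, 20 pM final. Schedule: 50 min reaction, RT, dark. Technique: FRET, CFP and YFP emission. Control set: no-enzyme wells low, DMSO-plus-enzyme wells high control.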
PfG6PD inh – PfG6PD enzyme inhibitors, primary screen, biochemical, fluorescence intensity, uHTS; AID 504690, 2011; inhibition, % at 20 µM; actives 0.78% (n = 350,000); glucose-6-phosphate dehydrogenase-6-phosphogluconolactonase (Plasmodium falciparum 3D7); PfGluPho enzyme, NADPH resazurin-diaphorase fluorescence;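 active = inhibition reaching at least a set limit at 20 µM in the primary screen, cut at about 59% in these data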;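 also: 0% = DMSO wells with substrate and 100% = DMSO wells lacking glucose-6-phosphate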
SENP8 inh – human SENP8 protease inhibitors, primary screen, biochemical, fluorescence, Nedd8 protein substrate, uHTS | recombinant SENP8 | inhibition, % at 20 µM | actives 0.64% (n = 360,000); in the data active = inhibition mostly above about 40%, no sharp cut-off; inactive = mostly below about 27%
Target sequence (Q96LD8 whole entry, looked up): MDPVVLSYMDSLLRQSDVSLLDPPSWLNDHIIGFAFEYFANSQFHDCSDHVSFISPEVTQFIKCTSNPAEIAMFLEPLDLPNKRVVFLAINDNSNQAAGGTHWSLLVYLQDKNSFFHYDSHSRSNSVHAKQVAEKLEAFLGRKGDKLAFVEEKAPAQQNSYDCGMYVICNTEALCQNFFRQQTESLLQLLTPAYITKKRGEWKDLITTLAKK
* marks the source's active call; other numbers are inactive results; . = not tested or not shown.

The first 3 entries, to show the layout:
#1 O=C(c1ccco1)N(Cc1ccco1)c1ccc(O)cc1
#2 CCN(CC(=O)NCc1cccs1)C(=O)c1ccc([N+](=O)[O-])o1
#3 Cc1cc(C)c2c(N)c(S(=O)c3ccc(C(C)(C)C)cc3)sc2n1 (stereo not drawn)

Compound	1	2	3
SENP6 block	22	11	-12
NR3A LBD binder	1	0	-2
MPTP inh	-1.2	-1.0	0.0
hIAP activ	1.2	0.97	1.2
ATG4B inhibitor	-5	4	-34
SENP1 inh	-1	0	-42
PfG6PD inh	-11	0	9
SENP8 inh	28	16	-209

Results, previewed entries included:
#1 O=C(c1ccco1)N(Cc1ccco1)c1ccc(O)cc1
#2 CCN(CC(=O)NCc1cccs1)C(=O)c1ccc([N+](=O)[O-])o1
#3 Cc1cc(C)c2c(N)c(S(=O)c3ccc(C(C)(C)C)cc3)sc2n1 (stereo not drawn)
#4 COc1ccc(C(=O)CSc2nnc(CNC(=O)c3ccccc3)o2)cc1
#5 CCN(CC)c1ccc(C(=O)OCC(=O)NC2CCCCC2C)cc1 (stereo not drawn)
#6 Cc1ccc(OCC(=O)N(Cc2ccco2)C2CCS(=O)(=O)C2)cc1 (stereo not drawn)
#7 O=C(CN1CCN(C/C=C/c2ccccc2)CC1)NCc1ccc(Cl)cc1
#8 O=C(CSc1ccc(-c2cccc([N+](=O)[O-])c2)nn1)N1CCCC1

Compound	1	2	3	4	5	6	7	8
SENP6 block	22	11	-12	-8	-12	-2	-1	-11
NR3A LBD binder	1	0	-2	0	0	-2	-3	0
MPTP inh	-1.2	-1.0	0.0	-0.8	-0.2	-1.2	0.5	0.1
hIAP activ	1.2	0.97	1.2	0.93	0.85	0.85	1.1	0.92
ATG4B inhibitor	-5	4	-34	-6	5	1	-4	-6
SENP1 inh	-1	0	-42	0	0	2	3	0
PfG6PD inh	-11	0	9	3	8	-3	-6	-1
SENP8 inh	28	16	-209	6	-13	2	17	16

#9 CN1CCN(c2nc3c(c(=O)n(C)c(=O)n3C)n2CC(N)=O)CC1
#10 CN(C)C(=S)Oc1ccccc1C1SCCS1
#11 CCOC(=O)c1cc(-c2cccnc2)nn1-c1ccccc1C
#12 C/C(=N\NC(=O)c1c(Cl)c(C)nn1C)c1ccc(NC(=O)c2ccncc2)cc1
#13 Cc1ccc2[nH]cc(/C=C/c3cc[n+](C)cc3)c2c1
#14 CCC(CC)NC(=O)CN1CCN(S(=O)(=O)c2ccc(Br)s2)CC1
#15 COc1ccc(CCNC(=O)C2CCN(C(=O)c3ccc(C(C)(C)C)cc3)CC2)cc1
#16 Cc1cccc(NC(=O)COC(=O)c2nn(-c3ccccc3C(F)(F)F)cc2O)c1C

Compound	9	10	11	12	13	14	15	16
SENP6 block	-12	.	-23	-3	3	-12	6	.
NR3A LBD binder	1	.	0	-31	4	1	-1	.
MPTP inh	-1.2	-0.4	1.2	-1.1	1.4	0.9	0.8	1.4
hIAP activ	1.1	.	1.1	0.92	1	0.84	1	.
ATG4B inhibitor	4	.	4	-6	-10	-2	5	.
SENP1 inh	0	1	-1	1	-25	2	0	-1
PfG6PD inh	8	21	11	-9	-22	-17	-9	12
SENP8 inh	1	15	24	7	35	-1	7	-63

#17 C=CCn1c(SCC(=O)Nc2nnc(CC)s2)nnc1-c1ccco1
#18 CN(C)S(=O)(=O)c1cccc(NS(=O)(=O)c2ccc(Cl)s2)c1
#19 O=C1CC(N(Cc2cccs2)C(=O)Nc2ccccc2)C(=O)N1c1ccc(Cl)cc1 (stereo not drawn)
#20 CCc1cccc2c(C=C(C#N)C#N)cn(CC(=O)N3CCCC3)c12
#21 COc1ccccc1C1CC(=O)Oc2ccc(C(C)(C)C)cc21 (stereo not drawn)
#22 Cc1ccc(-n2c(SCC(=O)NC3CCS(=O)(=O)C3)nc3ccccc3c2=O)c(C)c1 (stereo not drawn)
#23 CC1CC(C)CN(S(=O)(=O)N2CCCC(C(=O)NCCCN3CCCCC3C)C2)C1 (stereo not drawn)
#24 CCn1c(C)nnc1SCC(=O)Nc1ccc2c(c1)OCCO2

Compound	17	18	19	20	21	22	23	24
SENP6 block	-6	-6	-8	-15	.	.	1	17
NR3A LBD binder	2	0	14*	-4	-2	.	2	0
MPTP inh	0.5	1.6	0.2	3.1	0.2	0.5	-0.4	0.9
hIAP activ	0.9	1.2	1.1	0.98	.	.	1	0.98
ATG4B inhibitor	-7	11	-7	1	8	.	-4	-5
SENP1 inh	0	1	1	-27	1	1	-1	-4
PfG6PD inh	-6	-10	-8	-5	1	-3	15	2
SENP8 inh	2	18	-2	-84	2	2	14	5

Ordered by SMILES length (smallest number first): part of the list above.
#21 COc1ccccc1C1CC(=O)Oc2ccc(C(C)(C)C)cc21 (stereo not drawn)
#19 O=C1CC(N(Cc2cccs2)C(=O)Nc2ccccc2)C(=O)N1c1ccc(Cl)cc1 (stereo not drawn)
#22 Cc1ccc(-n2c(SCC(=O)NC3CCS(=O)(=O)C3)nc3ccccc3c2=O)c(C)c1 (stereo not drawn)

Compound	21	19	22
SENP6 block	.	-8	.
NR3A LBD binder	-2	14*	.
MPTP inh	0.2	0.2	0.5
hIAP activ	.	1.1	.
ATG4B inhibitor	8	-7	.
SENP1 inh	1	1	1
PfG6PD inh	1	-8	-3
SENP8 inh	2	-2	2

New compounds follow.
#25 O=C(CCc1nnc2ccc(N3CCCCC3)nn12)NCc1ccco1
#26 C=CCn1c(N)cc(=O)nc1SCC(=O)Nc1ccccc1C(N)=O
#27 COc1ccc(/C=C/C(=O)c2ccccc2)cc1COc1ccccc1F
#28 COCCn1c(C)cc(C(=O)COC(=O)c2n[nH]c3ccccc23)c1C
#29 Cc1nnc(SCC(=O)NC2CCCC2)n1CCc1ccccc1
#30 COc1ccc(CN2CCNC(=O)C2CC(=O)NCc2csc(C)n2)c(F)c1 (stereo not drawn)
#31 CC1=CC(C)(C)Nc2ccc(OC(=O)CN3C(=O)CCC3=O)cc21
#32 CC(C)(C)OC(=O)C[C@@H]1C/C=C\C[C@H](CC(=O)NCCO)C(=O)N[C@H](Cc2ccccc2)COC1=O

Compound	25	26	27	28	29	30	31	32
SENP6 block	17	-24	-15	71*	-17	0	1	0
NR3A LBD binder	1	1	-1	-1	1	-1	0	2
MPTP inh	-1.7	-0.3	0.7	2.1	1.8	-1.5	-0.2	-0.5
hIAP activ	1.1	1.1	0.91	1.7	0.91	0.72	1	0.9
ATG4B inhibitor	1	1	11	-22	4	-1	-1	-20
SENP1 inh	-3	1	-2	2	1	-5	-92	1
PfG6PD inh	9	3	19	2	3	-1	62*	10
SENP8 inh	-2	10	-11	21	7	-53	-260	7

#33 Cc1ccccc1OCC(=O)NCc1ccccc1
#34 COc1ccc(/C=C/C(=O)C23CC4CC(CC(C4)C2)C3)cc1CN1CCOCC1
#35 CC1(c2ccc(Cl)cc2)NC(=O)N(CC(=O)N2CCN(C(=O)c3cccs3)CC2)C1=O (stereo not drawn)
#36 COc1ccc(C(OC(=O)c2ccco2)C(=O)NC(C)(C)C)cc1 (stereo not drawn)
#37 Oc1c(Br)cc(Br)cc1/C=N/NC(=S)N[C@H]1CC2C=CC1C2 (stereo partly drawn)
#38 CCc1c(C)nc2c(C)cccc2c1SCCC#N
#39 Cc1ccnc(N2C(=O)OC(C)(C)C2(C)O)c1 (stereo not drawn)
#40 COc1cccc(NC(=O)COC(=O)C2CC3CCCC(C2)C3=O)c1 (stereo not drawn)

Compound	33	34	35	36	37	38	39	40
SENP6 block	-7	-1	.	4	-39	4	-6	-27
NR3A LBD binder	-1	-3	.	-1	14*	3	-1	-1
MPTP inh	0.3	-1.1	-0.4	-0.6	84*	3.4	0.1	-0.6
hIAP activ	0.92	0.96	.	0.86	1.5	0.92	0.9	1.1
ATG4B inhibitor	-6	3	.	2	17	-10	1	0
SENP1 inh	1	0	0	3	-34	2	1	2
PfG6PD inh	16	9	1	-6	-23	42	-3	0
SENP8 inh	4	12	2	16	-424	2	10	-1

#41 COC(=O)CCC(=O)NC(=S)Nc1cc(Cl)ccc1Cl
#42 COc1ccc(-c2nn(-c3ccccc3)cc2C(=O)O)cc1
#43 O=C(c1cccc2ccccc12)N1CCN(CC2CC=CCC2)CC1 (stereo not drawn)
#44 CCOc1ccc(NCCC(O)c2ccc(F)cc2)cc1 (stereo not drawn)
#45 COc1ccc(C2OC(=O)CC2C(=O)NC2CCCC(C)C2C)cc1OC (stereo not drawn)
#46 Cc1ccccc1Cn1cc(S(=O)(=O)CC(=O)Nc2nccs2)c2ccccc21
#47 COc1ccccc1CNC(=O)CNC(=O)c1cn(-c2ccccc2OC)c(=O)c2ccccc12
#48 COc1ccc(/C=C/c2c(-c3ccc(OC)cc3)oc(=O)c3cc(OC)c(OC)cc23)cc1
#49 COc1cccc(/C=N/NC(=O)C(C)Cn2cnc3ccccc32)c1 (stereo not drawn)

Compound	41	42	43	44	45	46	47	48	49
SENP6 block	1	4	-5	-28	-2	3	-14	-31	-7
NR3A LBD binder	.	-2	-1	0	0	-3	-1	0	0
MPTP inh	-0.5	-0.1	0.9	3.1	0.3	6.6	1.2	3.7	2.2
hIAP activ	0.97	1.1	0.91	0.96	1	1.1	1	1	1.2
ATG4B inhibitor	-13	-15	-14	-9	-15	-9	-14	-8	-12
SENP1 inh	1	1	1	3	-2	0	1	-15	1
PfG6PD inh	7	4	8	13	-5	10	2	11	14
SENP8 inh	-4	-1	-3	6	17	0	7	-466	8
